Compound activity from PubChem.
TAG inh: inhibitors of triacylglycerol accumulation; H9c2 cells, Nile Red lipid (TAG) fluorescence; cells loaded with 200 µM oleic acid; inhibition, % at 12.5 µM; actives 0.66% (n = 230,000); AID 651582;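 active = pattern-corrected inhibition of lipid staining of at least 50% with the nuclear-stain viability signal not falling by more than 50%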;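 also: 0% = DMSO wells and 100% = triacsin C control wells; some results filed as inactive read as strong as hits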
TAG inh DAPI viability: further read-out of TAG inh, marked with its call; DAPI nuclei signal change (viability), lower = more cytotoxic, %;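 whole-well DAPI fluorescence read on a plate reader as a viability signal; minus 50 percent equals half of cells still viable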
An asterisk follows results filed as active.

smiles,TAG inh,TAG inh DAPI viability
CCN1C[C@@H]2[C@@H]3C(=O)N(Cc4ccccc4)C(=O)[C@@H]3[C@](CC)(C(=O)OC)N2C1=NC,11,-3
O=C1N(c2ccccc2)C(c2ccccc2)C12CCCCC2 (configuration not stated),-28,18
CC(C)N1CCC(N2CCN(C3CCCCCC3)CC2CCO)CC1 (configuration not stated),11,0
Cc1ccc(CNC(=O)c2cc(-c3ccccc3)nn2Cc2cc(C)no2)cc1,-24,9
CCCn1c(CN2CCCCC2CC)nc2c1c(=O)n(C)c(=O)n2C (configuration not stated),-4,-4
O=C(O)CCn1c(=S)n(CCC(=O)O)c2ccccc21,5,-1
O=C(CCC(=O)N(c1ccc(F)cc1)C(C(=O)NC1CCCC1)c1ccncc1)Nc1cccnc1 (configuration not stated),9,-11
Cc1nc(-c2ccc(C(=O)N3CCCC3)cc2)cs1,-8,-1
COc1ccc(C(CC(=O)O)NC(=O)c2ccccc2)cc1OC (configuration not stated),-7,3
CCn1cc(/C=N/N=C2\CCC3C4CCc5cc(O)ccc5C4CC[C@]23C)c(C)n1 (some centres not stated),22,-27
COc1cc(/C=C2\SC(=S)N(NC(=O)c3cccnc3)C2=O)ccc1O,-21,3
COc1ccc(CCNC(=O)CC(=O)N/N=C/c2ccc(Br)cc2)cc1OC,-5,4
COc1ccc(CNC(=O)COC(=O)Cc2ccc(Br)cc2)cc1,-10,0
CCCCOC(=O)c1cc(=O)[nH]c2ccc(C)cc12,12,2
Cc1noc(C)c1COc1ccccc1C(=O)NCCc1ccccc1,-7,-1
COc1ccc(NC(=O)Nc2ccc3c(c2)C(=O)N([C@H](C)CO)C[C@H](C)[C@@H](CN(C)C(=O)Nc2ccc(OC)cc2)O3)cc1,-10,-1
CCc1ccc(CNC(=O)C2CCN(S(=O)(=O)N3CCC4(CC3)OCCO4)CC2)cc1,-5,-6
Cc1ccc(NS(=O)(=O)c2ccc(C(=O)NC3CCN(Cc4ccccc4)CC3)cc2)cc1,8,13
CCOC(=O)C1CCCN(C(=O)c2cccc(C(F)(F)F)c2)CC1 (configuration not stated),-4,-3
CC(C)OC(=O)c1ccc(NC(=O)c2cccc(-n3cnnn3)c2)cc1,-2,9
COc1ccccc1N1CCN(CCN(C(=O)c2ccc(F)cc2)c2ccccn2)CC1,13,-3
Cc1ccc(C(=O)N2CC(C)OC(C)C2)cc1S(=O)(=O)N1CCCCC1 (configuration not stated),3,-10
Cc1cc(=O)n2nc(N3CCCC(C(=O)NCc4ccco4)C3)sc2n1 (configuration not stated),8,-3
CN(c1ccc(C(=O)NCCC2=CCCCC2)cc1)S(C)(=O)=O,-8,1
O=C(NCc1ccc2c(c1)OCO2)c1nn2cccnc2c1Cl,5,-15
COc1ccc(NC2c3ccccc3C(=O)N2c2cccnc2)cc1Cl (configuration not stated),-1,14
Cc1ccc(NC(=O)CN2CCC(C(N)=O)CC2)cc1[N+](=O)[O-],1,3
O=C(NCc1ccccc1F)C(=O)NCC1CCCN1S(=O)(=O)c1ccccc1 (configuration not stated),17,3
CSc1ccc(C(=O)C2CCCN(C(=O)c3nonc3C)C2)cc1 (configuration not stated),3,3
CCN(CC)C(=O)c1sc(NC(=O)c2ccc(Br)o2)c(C(=O)OC)c1C,9,12
Nc1nnc(SCC(=O)OCC(=O)NC2CCCCC2)s1,-13,-2
CCOc1ccccc1C(=O)NCCC(=O)O,-14,-2
CCCn1nc(C(=O)N2CCc3ccccc3C2)c2ccccc2c1=O,-17,-5
COc1cc2c(cc1OC)C(c1ccc(-c3cc(Cl)ccc3Cl)o1)=NCC2,3,12
O=C1CCC(=O)N1CCSC(=S)N1CCOCC1,-2,3
O=C(NC1CCCCC1)C(c1cccnc1)N(C(=O)c1csnn1)C1CCCC1 (configuration not stated),-19,3
CN(C)C(=O)/C(=C\c1ccncc1)NC(=O)c1ccccc1,-3,2
COc1ccccc1OP(=O)(O)Oc1ccccc1OC,-3,1
Cc1cc(C)c(NS(=O)(=O)c2ccccc2)c(C)c1NS(=O)(=O)c1ccccc1,-19,6
COc1ccc(Oc2nc(C(F)(F)F)nc3ccccc23)cc1,-22,3
CCCCN(C=O)c1c(CC)nc2c(OCc3ccc(C(F)(F)F)cc3)cccn12,-18,17
COc1ccc(N2CC(C(=O)Nc3ccc(F)cc3F)CC2=O)cc1 (configuration not stated),13,-6
COc1ccc(/C=C2\SC(=S)N(CCCC(=O)Nc3cccc(C(=O)O)c3)C2=O)cc1OC,-9,3
COc1ccc(C(C)(NC(C)=O)c2nc(-c3ccc(S(C)(=O)=O)cc3)cs2)cc1 (configuration not stated),-5,0
C/C(=C\c1ccco1)CN1CCC(N2CCC(C(=O)N3CCOCC3)CC2)CC1,10,-3
O=C(CSc1ccsc1[N+](=O)[O-])NC1CCCC1,-7,1
Cc1cccn2c(=O)nc(SCC(=O)Nc3ccc4c(c3)OCO4)nc12,7,2
COc1cc(C2C(C#N)=C(N)Oc3n[nH]c(C)c32)cc2c1OCO2 (configuration not stated),-3,-5
CCN1C(N(C)CCc2c[nH]c3ccccc23)=N[C@@H](c2cccc(C(F)(F)F)c2)C(C(=O)OC)=C1C,112*,-48*
N#Cc1ccccc1NC(=O)C(=O)NCCCN1CCCC1=O,-13,2
Cc1cn(C2CC3OCC3O2)c(=O)[nH]c1=O (configuration not stated),-13,12
CCc1nc2c(sc3nc4c(cc32)COC(C)(C)C4)c(=O)n1CCN(CC)CC,-16,9
O=C(NNC(=O)C1COc2ccccc2O1)c1ccccc1O (configuration not stated),-10,-9
CNCCCOc1ccc(C)cc1OC,-5,3
Cc1cccc(COc2ccc(/C=N/NC(=O)c3nnn(-c4nonc4N)c3COc3ccc(F)cc3)cc2)c1,-4,66
COc1ccc(-c2coc3c(C(=O)Nc4cc(OC)c(OC)c(OC)c4)cccc23)c(C)c1,22,-1
COCCOc1cnn(-c2cc(Oc3ccc(C)cc3)ncn2)c(=O)c1Cl,5,0
CC(C)CCNC(=O)Cn1cc2c(n1)CCCCC2,-2,-2
COC(=O)C1CCN(c2cc(=O)n(-c3ccc(OC)cc3)c(=O)[nH]2)CC1,6,-7
CC1CCCCC12NC(=O)N(CC(=O)Nc1ccccc1F)C2=O (configuration not stated),0,-1

Whole records as entered above. Values in the order: TAG inh	TAG inh DAPI viability
COc1ccc(CCNC(=O)CC(=O)N/N=C/c2ccc(Br)cc2)cc1OC is listed as -5	4
COc1cc(C2C(C#N)=C(N)Oc3n[nH]c(C)c32)cc2c1OCO2 (configuration not stated) is listed as -3	-5
O=C(NCc1ccccc1F)C(=O)NCC1CCCN1S(=O)(=O)c1ccccc1 (configuration not stated) is listed as 17	3

The results go on:
smiles,TAG inh,TAG inh DAPI viability
CC(=O)Nc1ccc(NC(=O)CCCc2c[nH]c3ccccc23)cc1,10,-3
O=S(=O)(c1cc(Cl)ccc1Cl)n1cccn1,15,-12
COCc1cc(C)nc2sc3c(=O)oc(C)nc3c12,7,-7
CC1CC(C)CN(CCCNC(=O)c2ccc3c(c2)NC(=O)C(N2CCCCC2)S3)C1 (configuration not stated),13,8
CN(C)c1ncnc2c1ncn2[C@H]1CN(Cc2ccc(Cl)cc2)C[C@@H](CO)O1,-8,2
Cc1cccc(-c2cc(NCCc3cccnc3)n3nccc3n2)c1,0,15
Cc1cc(CN(C)C(=O)c2cc(COc3ccc4ncccc4c3)on2)on1,-18,1
Cc1ccc(NC(=O)CN(C)C(=O)COC(=O)C(C)(C)Oc2ccc(Cl)cc2)cc1,-20,1
Cc1cc(NC(=O)c2ccc([N+](=O)[O-])cc2)no1,4,7
CSCCC(NC(=O)c1ccc(Cl)cc1Cl)C(=O)N1CCN(C(=O)c2ccccc2)CC1 (configuration not stated),0,2
COc1ccc(-c2ccc(-c3cc(=O)oc4c(C(C)C)ccc(C)c34)cc2)cc1,-32,27
CCc1nc2ccc(C(=O)NCCc3ccccn3)cn2c1N(CC)Cc1cccc(Br)c1,-5,11
CC(=O)c1ccc(S(=O)(=O)Nc2ccc(C(=O)N(C)CC(=O)Nc3cccc(C)c3C)cc2)cc1,-3,7
CC/C(C)=N/NC(=O)c1[nH]c2ccc(C)cc2c1-c1ccccc1,8,5
COc1cc(C(=O)NCc2nnc(SCC(=O)N3CCc4ccccc43)o2)cc(OC)c1OC,-6,-7
C=CCN1C(=O)c2ccc(C(=O)Nc3ccccn3)cc2C1=O,12,-1
O=C(Nc1nc2ccccc2s1)C1CC(=O)N(c2ccc(Cl)cc2)C1 (configuration not stated),-15,-7
COC(=O)N/N=C/c1ccc(/C=N/NC(=O)OC)cc1,-7,6
O=C(NCCCN=C1NS(=O)(=O)c2ccccc21)c1ccc(S(=O)(=O)N2CCCCC2)cc1,25,-17
C=CCNC(=O)C1CC(=O)N(c2ccc(OCc3ccccc3Cl)cc2)C1 (configuration not stated),-3,-7
Cc1ccc(-c2nn(-c3ccccc3)cc2C=C2SC(=S)N(CCS(=O)(=O)O)C2=O)cc1,24,-11
COc1ccccc1CNC(=O)CN(C)CC(=O)Nc1ccc(F)c(F)c1F,-3,-8
COc1cccc2c1[C@@H]1CN(CCCCn3c(=O)[nH]c4c(sc5ncc(-c6ccccc6)nc54)c3=O)C[C@@H]1CO2,22,22
O=C(Nc1cc(Cl)ccc1Cl)c1noc2c1CCCC2,6,-1
OCCC1CN(Cc2ccon2)CCN1CCc1ccccc1 (configuration not stated),8,7
CC(NC(=O)COC(=O)c1ccc(Br)o1)c1ccccc1 (configuration not stated),-1,0
CCc1ccc(C(=O)Cn2cnc3cc([N+](=O)[O-])ccc3c2=O)cc1,-3,8
CSc1nsc(N/N=C/c2ccccc2)c1C#N,12,-1
Cc1c(C(=O)N(C)Cc2ccc(F)cc2)sc(=O)n1Cc1ccc(Cl)c(Cl)c1,-17,-8
CCCN1CNc2c(c(=O)[nH]c(=S)n2CCc2ccc(OC)c(OC)c2)C1,8,-13

By substructure, those above containing a cyano group
smiles,TAG inh,TAG inh DAPI viability
COc1cc(C2C(C#N)=C(N)Oc3n[nH]c(C)c32)cc2c1OCO2 (configuration not stated),-3,-5
N#Cc1ccccc1NC(=O)C(=O)NCCCN1CCCC1=O,-13,2
CSc1nsc(N/N=C/c2ccccc2)c1C#N,12,-1

Following part
smiles,TAG inh,TAG inh DAPI viability
CN(C)S(=O)(=O)c1ccc(Cl)c(C(=O)Nc2nc3ccccc3[nH]2)c1,14,-3
Fc1cccc2sc(N3CCCC3)nc12,-7,-2
COc1ccc(Nc2c(-c3ccc(OC)cc3)nc3cnccn23)cc1,-7,8
CCOC(=O)C1(Cc2ccccc2C(F)(F)F)CCN(Cc2ccon2)CC1,-15,11
COc1ccc(NC(=O)CS(=O)(=O)c2cn(CC(=O)N(C(C)C)C(C)C)c3ccccc23)c(OC)c1,4,-7
CCCC(c1nnnn1C(C)(C)C)N1CCN(C(=O)c2ccco2)CC1 (configuration not stated),-8,0
COC1=NC(=C(c2ccccc2)c2ccccc2)OC1=O,6,-1
COc1ccc(NS(=O)(=O)c2cn(C)c(=O)n(C)c2=O)c(OC)c1,-5,15
Cc1nc2ccc(C(=O)Nc3ccc4c(c3)OCC(=O)N4)cn2c1N(C)C(=O)CCc1ccccc1,-7,-1
Cc1ccc(CNC(=O)c2ccc(CNc3c(N4CCCC4)c(=O)c3=O)cc2)cc1,-3,0
O=C(CCCN1C(=O)/C(=C/c2cccs2)SC1=S)NNC(=O)c1ccc(F)cc1,21,-5
O=C(CSc1ccc2nnc(-c3ccccn3)n2n1)Nc1ccc(F)cc1,2,4
COc1ccc(S(=O)(=O)Nc2ccccc2)cc1OC,3,3
Cc1ccc(C(=O)OCC(=O)c2c[nH]c3ccccc23)cc1S(=O)(=O)N1CCOCC1,12,-6
CC[C@]12c3[nH]c4cc(-c5ccco5)ccc4c3CCN1C(=O)[C@@H](CC(=O)NCc1ccc(OC)c(OC)c1)C[C@@H]2C(=O)N1CCN(C(=O)c2ccco2)CC1,8,-1
COC(=O)c1cc(OC)nc(OC)c1,-3,2
C=CCSc1nc2c(c(=O)[nH]c(=O)n2C)n1C(C)C,-53,6
COc1ccccc1C1N(c2cc(Cl)ccc2OC)C(=O)C2CCCN21 (configuration not stated),0,7
CCOc1ccc2nc(COC(=O)c3cccc([N+](=O)[O-])c3)c(C(C)=O)[n+]([O-])c2c1,9,5
COc1ccc(N2CCN(Cc3nc(N)nc(Nc4ccccc4OC)n3)CC2)cc1,2,11
CCOc1ccc(NC(=S)NCc2cccnc2)cc1,5,4
COc1ccccc1NC(=O)N1CCN(Cc2ccc3c(c2)OCO3)CC1,6,-8
Cc1cc2ncn(CC3CC3(Cl)Cl)c2cc1C (configuration not stated),-2,3
Cc1cccc(NC(=O)c2nc[nH]c2C(=O)N[C@@H](C)C(=O)OC(C)(C)C)c1,24,-16
O=c1cc(-c2ccccc2Cl)oc2c(NS(=O)(=O)c3cccc4nsnc34)ccc(O)c12,17,2
Cc1ccnc2c(N3C(=O)C4C5C=CC(C5)C4(C)C3=O)cccc12 (configuration not stated),-3,0
CSc1nc(=O)n2cc(C)ccc2n1,8,-6
COC(=O)C1=C(C)N(c2cccc(C(C)=O)c2)C(=O)C1,-24,1
O=[N+]([O-])c1ccc(-c2nn(-c3ccccc3)cc2/C=N/n2c(-c3cccs3)n[nH]c2=S)cc1,16,3

Not all compounds are listed; rates above refer to the full screens.
